Bioassay records from PubChem.
SRC1 TRFRET art: TR-FRET detection interference compounds, primary screen, artefact control for PPARgamma SRC-1 recruitment agonists, biochemical, TR-FRET emission ratio. TR-FRET detection artefact counter-screen; stronger effect = higher value. TR-FRET ratio at 8 µM. 0.34% of 99,000 active. AID 1051, 2008; in the data active = TR-FRET ratio above about 2300; note: inactives centre near 1800
SRC3 TRFRET art: TR-FRET detection interference compounds, artefact control for PPARgamma SRC-3 recruitment agonists, biochemical, TR-FRET ratio; AID 1048, 2008; TR-FRET artefact counter-screen, PPARgamma/SRC-3 format; stronger effect = higher value; TR-FRET ratio at 8 µM; 0.39% of 99,000 active; in the data active = TR-FRET ratio above about 2000; note: inactives centre near 1600
* marks the source's active call; other numbers are inactive results.

smiles,SRC1 TRFRET art,SRC3 TRFRET art
COc1cccc2[nH]c3c(Cl)ncnc3c12,1629,1453
Cc1ccc(N2C(=O)CC(N3CCN(c4ccccn4)CC3)C2=O)cc1 (stereo not drawn),1751,1473
COc1cc(NS(=O)(=O)c2ccc(N/C=C(\C=O)c3nc4ccccc4o3)cc2)nc(OC)n1,1927,1615
CCN(CC)C(=O)C1=C(C)Nc2ncnn2C1c1cccnc1 (stereo not drawn),1722,1479
COc1ccc2c(c1)C(C)CC(C)(C)N2C(=O)NC1CCCCC1 (stereo not drawn),1724,1624
COc1ccccc1OCCOC(=O)Nc1ccccc1,1722,1613
Cc1cc(/C=C2/C(=N)N3C(=NC2=O)SN=C3S(C)(=O)=O)c(C)n1-c1ccccc1F,1789,1465
NS(=O)(=O)c1ccc(NCc2cc(Cl)ccc2OCc2ccc(F)cc2)cc1,2184,1539
COc1ccc(CCn2c(=S)[nH]c3ccc(N4CCOCC4)cc3c2=O)cc1OC,1856,1580
CCN1CCN(c2ccc(NC(=O)c3cnccn3)cc2)CC1,1984,1715
O=C(NC(C(=O)c1ccccc1)N1CCCCC1)c1ccccc1 (stereo not drawn),2058,1571
Clc1ccccc1-c1nc2ccccc2c2nc3ccccc3n12,1767,1540
Cc1ccc(NC(=O)CSc2ccc3nnc(CCNC(=O)c4ccccc4)n3n2)c(C)c1,1916,1347
CCCOc1ccc(C(=O)NCC(c2ccco2)N(C)C)cc1 (stereo not drawn),1526,1538
CC(=O)NCCC(=O)N1CCc2c([nH]c3ccccc23)C1c1cccc(Cl)c1 (stereo not drawn),1652,1527
O=C1CCCCC1Sc1nnc(Cc2cccs2)n1CCc1ccccc1 (stereo not drawn),1960,1544
Fc1ccc2nc(Nc3nc4cc5c(cc4s3)OCO5)sc2c1,1631,1305
CCc1ccccc1NC(=S)N(CCCN(C)C)Cc1cc2cc3c(cc2[nH]c1=O)OCO3,1710,1057
O=S(=O)([O-])C/C(=C\c1ccc(Cl)cc1)c1cc[n+](CCO)cc1,2037,1577
Cn1c(=S)[nH]c2c(c1=O)C(C)(C)Cc1ccccc1-2,3109*,2669*
Nc1ccccc1Sc1ccccc1[N+](=O)[O-],1467,1609
Cc1cc(-c2ccccc2)nc(SCC(=O)N2CCCC2)n1,1787,1583
CCOC(=O)C1CCCN(S(=O)(=O)c2ccc(S(N)(=O)=O)cc2)C1 (stereo not drawn),1826,1615
O=C(O)c1c2c(nc3ccccc13)/C(=C/c1ccc(O)cc1)CCC2,1764,1597
Cc1ccc(CC2C(=O)N(c3nc(C)cc(C)n3)C(=O)C2C)cc1 (stereo not drawn),1803,1610
CC(NC(=O)COC(=O)c1ccc(Cl)cc1O)c1ccc(F)cc1 (stereo not drawn),1440,1484
COc1ccc(C(=O)C2CCCN(C(=O)/C=C/c3ccccn3)C2)c(C)c1 (stereo not drawn),1629,1939
COC(=O)c1cc(C)sc1NC(=O)C1C2C=CC(CC2)C1C(=O)O (stereo not drawn),1569,1379
CC1CCCCN1C(C(=O)O)c1ccccc1 (stereo not drawn),1784,1527
CSCCCNC(=S)Nc1cccc(S(=O)(=O)NC2=NCCC2)c1,1648,1463
CCOC(=O)C1=C(C)N(CCCC(=O)NCc2ccc3c(c2)OCO3)C(=O)NC1c1ccc(Br)cc1 (stereo not drawn),1696,1516
COc1ccc(-c2nc[nH]c2[N+](=O)[O-])cc1,1878,1594
CCCCSc1nc(O)cc(=O)n1CC,1628,1549
COc1ccc(Cl)cc1NC(=O)C(C)N(C)Cc1ccc(C(F)(F)F)cc1 (stereo not drawn),1949,1697
Cc1cc(NC(=O)CSc2nnc(C)n2-c2ccccc2)no1,1708,1554
COc1ccc(-n2c(=O)c3ccccc3n(CC(=O)OCc3ccccc3)c2=O)cc1OC,1665,1528
C/C(=N\NC(=O)c1cccnc1)c1cc2ccccc2o1,1725,1625
CN1CCN(c2ccc(NC(=O)c3sc4ccccc4c3Cl)cc2)CC1,1660,1400
COc1ccc(/C=C/C(=O)O)cc1COc1ccccc1C,1915,1603
O=C(CSc1nccc(=O)[nH]1)N1N=C2/C(=C/c3ccco3)CCCC2C1c1ccco1 (stereo not drawn),1557,1468

The list goes on; it opens with the three that closed the last part.
smiles,SRC1 TRFRET art,SRC3 TRFRET art
CN1CCN(c2ccc(NC(=O)c3sc4ccccc4c3Cl)cc2)CC1,1660,1400
COc1ccc(/C=C/C(=O)O)cc1COc1ccccc1C,1915,1603
O=C(CSc1nccc(=O)[nH]1)N1N=C2/C(=C/c3ccco3)CCCC2C1c1ccco1 (stereo not drawn),1557,1468
Cc1ccc(NC(=O)c2cc3c(=O)oc4ccccc4c3s2)nc1,1635,1507
O=C(CSc1nc2ccc([N+](=O)[O-])cc2[nH]1)c1ccc(Cl)cc1,1827,1573
Cc1cc(NC(=O)COC(=O)C2CCC2)no1,1697,1340
O=C1CSC(c2cccc([N+](=O)[O-])c2)N1CCN1CCCCC1 (stereo not drawn),1630,1317
OC[C@H]1O[C@@H](n2cnc3c(NC4CCCC4)ncnc32)[C@H](O)[C@@H]1O,1868,1713
O=C1OCC2=C1C(c1ccccc1)CC(=O)N2c1ccc(F)cc1 (stereo not drawn),1546,1616
O=C(CC(c1ccccc1)c1ccco1)N1CCCCC1 (stereo not drawn),1791,1556
O=C(CNC(=O)c1cccc(F)c1)N/N=C/c1ccc([N+](=O)[O-])s1,1773,1503

A stretch from further up, for reference:
smiles,SRC1 TRFRET art,SRC3 TRFRET art
O=C(CC(c1ccccc1)c1ccco1)N1CCCCC1 (stereo not drawn),1791,1556
O=C(CNC(=O)c1cccc(F)c1)N/N=C/c1ccc([N+](=O)[O-])s1,1773,1503

(next part)
structure	SRC1 TRFRET art	SRC3 TRFRET art
N#CC(C#N)=C1C=CC=CN1/C(=C\c1ccccc1Cl)C(=O)c1ccccc1	1783	1777
CCc1nc2ccccc2n1CC(=O)Nc1cc(C)on1	1709	1587
COc1ccc(C(=O)N/N=C(\Cc2ncc[nH]2)c2ccccc2)cc1	1677	1460
COc1ccc2cc(/C=N/NC(=O)c3ccc(CN(c4cccc(Cl)c4Cl)S(C)(=O)=O)cc3)c(Cl)nc2c1	1835	1770
O=C(Nc1ccc2c(c1)OCO2)c1ccc2c(c1)OCO2	1811	1636
COc1cc(CNCCN2CCOCC2)ccc1OCc1c(Cl)cccc1Cl	1993	1764
CC(=O)Nc1ccc(/C=N/N2CCCCC2)cc1	1665	1752
COC(=O)c1oc2ccccc2c1NC(=O)c1ccccc1O	1839	1607
Cc1cc(C(=O)CN2C(=O)NC(C)(CC(C)C)C2=O)c(C)n1-c1ccc2c(c1)OCO2 (stereo not drawn)	1691	1515
O=C(/C=C/c1cccs1)Nc1cccc(NC(=O)/C=C/c2cccs2)n1	2044	1865
Cc1cc(C)n(-c2ccc(Cl)c(C(=O)NCc3ccccc3)n2)n1	1921	1664
CCC(=O)c1ccc(N2CCN(C(=O)c3ccccc3F)CC2)c(F)c1	1824	1531
CC1(C)SC2C(NC(=O)COc3ccccc3)C(=O)N2C1C(=O)O (stereo not drawn)	1767	1464
Cc1sc2nc(-c3ccccc3)[nH]c(=O)c2c1-c1ccccc1	1680	1445
CC(=O)c1cc(CN2CCC(N3CCC(C(=O)NC(C)C)CC3)CC2)cs1	1540	1459
COCC(C)n1c(SCC(=O)N2CCc3ccccc3C2)nc2ccccc2c1=O (stereo not drawn)	1726	1628
Cc1ccccc1NC(=S)N(CCN1CCOCC1)Cc1ccccc1F	1452	1283
NC(=NCCc1ccccc1)NS(=O)(=O)c1ccc2ccccc2c1	1873	1583
CCCCCc1ccc(C(=O)CCCC)c(=S)[nH]1	2007	1631
O=C(CSc1nc2ccccc2c(=O)[nH]1)c1ccc(O)cc1O	1934	1495
O=C(/C=C/c1ccc(S(=O)(=O)N2CCOCC2)cc1)NC(=S)Nc1ccc(N2CCOCC2)cc1	1591	1535
CCCCN1C(=O)C(O)(CC(=O)c2ccccn2)c2ccccc21 (stereo not drawn)	1775	1483
Cc1cccc(NC(=O)c2cc3cc([N+](=O)[O-])ccc3s2)n1	1732	1271
COC(c1ccccc1)c1nnc(CCC(=O)N(C)C(C2CC2)C2CC2)o1 (stereo not drawn)	1753	1636

Structural class, the entries above containing a furan ring, fused or not (5)
structure	SRC1 TRFRET art	SRC3 TRFRET art
CCCOc1ccc(C(=O)NCC(c2ccco2)N(C)C)cc1 (stereo not drawn)	1526	1538
C/C(=N\NC(=O)c1cccnc1)c1cc2ccccc2o1	1725	1625
O=C(CSc1nccc(=O)[nH]1)N1N=C2/C(=C/c3ccco3)CCCC2C1c1ccco1 (stereo not drawn)	1557	1468
O=C(CC(c1ccccc1)c1ccco1)N1CCCCC1 (stereo not drawn)	1791	1556
COC(=O)c1oc2ccccc2c1NC(=O)c1ccccc1O	1839	1607

Later entries.
structure	SRC1 TRFRET art	SRC3 TRFRET art
CCC(C)NC(=O)C(=O)NCc1ccccn1 (stereo not drawn)	1785	1575
Fc1ccccc1CCNc1c2c(nc3ncnn13)CCCC2	1805	1641
CNC(=O)/C(=N\O)c1ccccc1	1946	1542
CCCCNC(=S)NC(C)(C)CO	1715	1699
O=C(N/N=C/c1ccco1)c1ccc(C(=O)N/N=C/c2ccco2)o1	1977	1768
CCCCOC(=O)Nc1nnc(COc2ccccc2)s1	1996	1695
C/C(CCC(C)C)=N\NC(=O)COc1ccccc1-c1ccccc1	1853	1494
Cn1c(=O)oc2cc(S(=O)(=O)Nc3ccccc3)ccc21	1542	1561
Cc1cc([N+](=O)[O-])cc2c1NC(=O)C2(O)N1CCOCC1 (stereo not drawn)	1779	1567
COc1ccc(C(=O)NCCOc2cccc(OC)c2)cc1	1764	1677
COc1ccc(CC(=O)N2N=C(C)CC2(O)c2cccnc2)cc1OC (stereo not drawn)	1626	1228
COc1nccnc1NS(=O)(=O)c1ccc(N=Cc2c(C)[nH]n(-c3ccc(Cl)cc3)c2=O)cc1	1859	1498
CS(=O)(=O)c1ccc(C(=O)NCCN2C(=O)S/C(=C\c3cccnc3)C2=O)cc1[N+](=O)[O-]	1651	1564
COc1ccc(-n2c(O)c(C=NCC(c3ccco3)N3CCCC3)c3ccccc3c2=O)cc1OC (stereo not drawn)	1895	1546
C#CCOCCOCCOCCNc1nc(N2CCN(C(=O)[C@H]([C@@H](C)CC)n3cc([C@@H](N)CO)nn3)CC2)nc(N2CCN(C(=O)[C@H](Cc3ccc(O)cc3)n3cc([C@@H](N)CC(C)C)nn3)CC2)n1	1870	1582
CCOC(=O)N1CCN(C(=O)c2cc(OCC)c(OCC)c(OCC)c2)CC1	1723	1533
Clc1ccccc1CSc1nncn1-c1cccnc1	1716	1235
COC(=O)CSc1ccc(S(=O)(=O)N2CCCCCC2)cc1[N+](=O)[O-]	1655	1648
O=C1CCCC(=O)N1c1ccc(N2CCN(c3ccc([N+](=O)[O-])cc3)CC2)c([N+](=O)[O-])c1	1635	1752
Nc1cc(C(F)(F)F)ccc1N1CCOCC1	1916	1603
CCc1cc2c(=O)c(-c3nc4ccccc4n3C)c(C(C)C)oc2c(CN2CCN(C)CC2)c1O	1740	1648
O=C1CCC(=O)N1c1ccc(NCCc2cccc(F)c2)c([N+](=O)[O-])c1	1856	1606
Nc1[nH]nc2ncc3cc4ccccc4nc3c12	1558	1520
CN(C1=C(N2CCOCC2)C(=O)c2ccccc2C1=O)c1ccccc1	2074	1773
CCc1sc(C(=O)N2CCc3ccccc32)cc1C	1530	1553
Cc1cc(C(=O)NNC(=O)CCC2CCCCC2)c(C)o1	1662	1619
CCCCOC(=O)Nc1cc(C(=O)OC)ccc1C(=O)OC	1782	1517
O=C1N(c2ccc(Cl)cc2)C(c2ccccc2)N2CCCN12 (stereo not drawn)	1752	1710
COC(=O)c1cc(-c2ccc(OC)cc2)n[nH]1	1616	1861
O=C(C(Cl)Cl)N1CCN(c2ccccn2)CC1	1740	1677
COc1ccc(CC(=O)OCC(=O)Nc2ccc3c(c2)OCO3)cc1OC	2092	1788
N#C/C=C1\Sc2ccccc2C(=O)N1CC(=O)N1CCN(S(=O)(=O)c2ccccc2)CC1	1902	1640
O=C(Cn1c2[n+](c3ccccc31)CC(O)CS2)c1ccccc1 (stereo not drawn)	1756	1460
c1ccc(-c2ccccc2-n2cnnn2)cc1	1767	1385
O=[N+]([O-])c1cccc(N/N=C/c2cccc(O)c2O)c1	1965	1500
Cn1c(/C=C/c2ccccc2)nc2ccccc21	1840	1771
CO/N=C\CC(=O)Nc1ccc(Cl)cc1Cl	1849	1676
c1csc(Cc2nc3ccccc3[nH]2)c1	1900	1636
CC(C)N1C(=O)S/C(=C/c2ccc(Sc3nc4ccccc4[nH]3)o2)C1=O	2022	1583
CCCc1nc2ccccc2c(NC(=O)CN(CC)CC)c1CC	1606	1571
CC(=O)c1cc(CN2CCN(CC=C(C)C)C(CCO)C2)cs1 (stereo not drawn)	1606	1680
O=C(c1cccn(Cc2ccc(C(F)(F)F)cc2)c1=O)N1CCOCC1	1748	1683
Cc1ccsc1CN1CCN(c2ccccn2)CC1	1704	1532
Cc1noc(C)c1COC(=O)CCCc1c[nH]c2ccccc12	1999	1725
Cc1ccc(NC(=O)c2cncc(Br)c2)c(O)c1	1624	1445
Oc1ccc(C=Nc2ccccc2-c2nc3ccccc3[nH]2)cc1	1925	1713
S=C(Nc1ccccc1)N1CCN(C(=S)Nc2ccccc2)CC1	1710	1582

Some of the compounds tested, so the mix of outcomes need not match the whole.
